TLR9-MyD88 block = inhibitors of human TLR9-MyD88 binding; hit rate 0.21% among 340,000; CHO BLA complementation TLR9-MyD88, CCF4 FRET ratio; inhibition, % at 4.98 µM; AID 504734;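 active = inhibition above the mean over all tested compounds plus 3 SD, cut at about 21% in these data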;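 also: 0% = DMSO only wells and 100% = clavulanate BLA inhibitor control wells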
NCOA1 inh = inhibits human SRC1 coactivator | HEK293 GAL4-SRC1 luciferase reporter, luminescence | inhibition, % at 3.6 µM | hit rate 0.12% among 360,000;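 active = inhibition above the campaign mean plus 3 SD, with each screening campaign given its own cutoff, cut at about 60% in these data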;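 also: 0% = DMSO treated cells and 100% = gossypol at 36 µM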
MC4R antag cAMP = human MC4R antagonism in cAMP assay; MC4R-expressing cells, MTII-stimulated cAMP, LANCE TR-FRET; inhibition, % at 6.5 µM; hit rate 0.48% among 360,000; AID 540295;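 active = inhibition above its plate's cutoff, the mean of tested wells on that plate plus 3 SD, cut at about 29% in these data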;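 also: 0% = Melanotan II alone and 100% = Melanotan II plus saturating MCL0020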
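Material – human MC4R-expressing U2OS cells · Repeats – no replicates · Detection – TR-FRET with Eu-cAMP and labeled anti-cAMP, 671 nm · Times – compound 30 min, challenge 1 h, detection 1 h · Compound – single nominal compound dose of 6.5 µM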
EBV LMP1 NFkB = Epstein-Barr LMP1 NF-kappaB reporter inhibition. LMP1-induced NF-kappaB luciferase reporter cells, luminescence. hit rate 0.69% among 350,000. inhibition, % at 12.5 µM. AID 504558; in the data active = inhibition above about 41%;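 also: 0% = neutral control wells and 100% = reference inhibitor control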
SRC2 inh = human SRC2 (NCOA2) inhibition; inhibition, % at 9 µM; Q15596; HEK293 GAL4-SRC2 luciferase reporter, luminescence; hit rate 0.17% among 370,000;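 active = inhibition above the mean inhibition of all tested compounds plus 3 SD, set per campaign, cut at about 52% in these data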;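 also: 0% = DMSO treated cells and 100% = cells given Gossypol at 36 µM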
Target sequence (Q15596 whole entry, looked up, the tested form may be a part): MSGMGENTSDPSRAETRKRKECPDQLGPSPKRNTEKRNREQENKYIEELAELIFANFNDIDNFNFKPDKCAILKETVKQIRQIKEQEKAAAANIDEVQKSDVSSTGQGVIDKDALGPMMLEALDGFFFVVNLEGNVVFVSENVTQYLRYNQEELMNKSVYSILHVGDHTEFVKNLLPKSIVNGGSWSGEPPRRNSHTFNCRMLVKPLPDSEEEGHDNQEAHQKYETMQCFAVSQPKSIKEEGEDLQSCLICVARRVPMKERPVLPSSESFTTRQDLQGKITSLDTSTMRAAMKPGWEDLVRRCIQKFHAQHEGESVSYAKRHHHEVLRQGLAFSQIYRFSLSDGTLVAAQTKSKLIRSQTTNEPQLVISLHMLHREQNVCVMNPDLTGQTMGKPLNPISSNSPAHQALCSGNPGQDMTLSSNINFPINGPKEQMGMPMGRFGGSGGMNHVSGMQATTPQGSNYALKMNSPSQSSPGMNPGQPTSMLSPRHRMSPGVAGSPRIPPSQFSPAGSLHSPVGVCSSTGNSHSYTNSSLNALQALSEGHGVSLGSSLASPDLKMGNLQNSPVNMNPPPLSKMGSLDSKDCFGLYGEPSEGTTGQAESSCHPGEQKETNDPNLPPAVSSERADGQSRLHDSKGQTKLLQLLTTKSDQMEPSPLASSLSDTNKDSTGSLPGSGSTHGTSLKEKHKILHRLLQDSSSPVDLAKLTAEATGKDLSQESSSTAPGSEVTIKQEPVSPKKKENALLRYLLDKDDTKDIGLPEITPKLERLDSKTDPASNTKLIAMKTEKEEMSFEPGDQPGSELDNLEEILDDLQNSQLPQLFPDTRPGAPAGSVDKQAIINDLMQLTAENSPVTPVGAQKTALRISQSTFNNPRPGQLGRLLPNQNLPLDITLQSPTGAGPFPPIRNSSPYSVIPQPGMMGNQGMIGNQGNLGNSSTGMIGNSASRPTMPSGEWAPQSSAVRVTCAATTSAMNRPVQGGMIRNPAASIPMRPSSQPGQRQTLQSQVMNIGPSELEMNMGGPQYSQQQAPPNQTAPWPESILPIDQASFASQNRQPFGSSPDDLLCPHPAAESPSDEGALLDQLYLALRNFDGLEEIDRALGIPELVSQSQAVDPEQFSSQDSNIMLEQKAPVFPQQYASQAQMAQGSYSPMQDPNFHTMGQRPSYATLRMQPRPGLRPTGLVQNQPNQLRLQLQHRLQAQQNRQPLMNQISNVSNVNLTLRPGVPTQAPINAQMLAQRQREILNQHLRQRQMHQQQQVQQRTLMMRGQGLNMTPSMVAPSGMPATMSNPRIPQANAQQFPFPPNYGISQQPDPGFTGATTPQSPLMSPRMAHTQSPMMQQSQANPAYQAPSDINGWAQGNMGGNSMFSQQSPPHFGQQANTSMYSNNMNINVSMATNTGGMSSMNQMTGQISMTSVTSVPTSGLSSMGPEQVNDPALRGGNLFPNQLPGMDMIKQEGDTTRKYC
LRH-1 inv ag = suppresses constitutive activity of human LRH-1; AID 602396; hit rate 0.13% among 360,000; O00482; HEK293T StAR-luciferase reporter, LRH-1 transfected, 24 h; inhibition, % at 3.6 µM;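 active = inhibition above the mean inhibition of all tested compounds plus 3 SD, cut at about 73% in these data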;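 also: 0% = DMSO wells and 100% = reporter-only cells lacking LRH-1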
COUP-TFII inh = NR2F2 (human) inhibition, primary screen | P24468 | HEK293T NGFI-A luciferase reporter, luminescence | inhibition, % at 8.6 µM | hit rate 0.7% among 370,000 | AID 686940;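 active = inhibition above a per-plate cutoff, mean inhibition of test wells between control levels plus 3 SD, cut at about 38% in these data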;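 also: cells cotransfected with COUP-TFII expression vector driving the NGFI-A reporter; 0% = median of COUP-TF2 test wells and 100% = reporter-only cells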
NOD2 RIPK2 PPI = NOD2-RIPK2 protein interaction inhibition; hit rate 0.38% among 360,000; CHO BLA complementation NOD2-RIPK2, CCF4 ratio; O43353; inhibition, % at 4.98 µM; in the data active = inhibition above about 21%;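 also: 0% = vehicle only and 100% = reference blocker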
MC4R barr agon = human MC4R agonism via beta-arrestin; P32245; U2OS MC4R beta-arrestin complementation, luminescence; percent of melanotan II response, DMSO zero; activation, % at 8.9 µM; hit rate 0.98% among 360,000; AID 540308;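 active = activation above a per-plate cutoff, the mean activation of sample wells on that plate plus 3 SD, cut at about 8% in these data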
ABHD5-PLIN5 inh = blocks binding of human ABHD5 to perilipin-5 | Q00G26+Q8WTS1 | Split G. princeps luciferase complementation, luminescence, 4 h | inhibition, % at 4 µM | hit rate 0.78% among 360,000;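 active = inhibition above the mean inhibition across every tested compound plus 3 SD, cut at about 22% in these data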;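 also: 0% = DMSO only wells and the 100% control is not disclosed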
NCOA3 inh = human NCOA3 inhibition; HEK293 GAL4-SRC3 luciferase reporter, luminescence; inhibition, % at 3.6 µM; hit rate 0.17% among 360,000; AID 588352;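 active = inhibition above a per-campaign cutoff, the mean of all compounds plus 3 SD, cut at about 60% in these data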;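 also: 0% = DMSO-treated cells and 100% = gossypol-treated cells at 36 µM; higher means less SRC3-driven luciferase light from the GAL4 reporter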
The depositor's hits bear a star; nt = not tested or not shown. Not all compounds are listed, so the mix of outcomes need not match the whole.

SMILES | TLR9-MyD88 block | NCOA1 inh | MC4R antag cAMP | EBV LMP1 NFkB | SRC2 inh | LRH-1 inv ag | COUP-TFII inh | NOD2 RIPK2 PPI | MC4R barr agon | ABHD5-PLIN5 inh | NCOA3 inh
CN(c1cc(Cl)c2c(c1)OCO2)c1cc2c(c3c1ccn3C)C1CCC2C1 (stereo unspecified) | nt | 3.0 | nt | nt | 2.0 | 6.9 | -3.3 | -5.5 | nt | -1.5 | 9.7
O=C(O)c1ccc(COc2ccc(/C=N/NC(=O)c3cccs3)cc2)cc1 | 1.9 | -55.1 | 2.2 | 7.5 | nt | -113.0 | nt | -15.6 | 1.6 | 5.1 | -80.9
Cc1ccc(NC(=O)CN(C)C(=O)COC(=O)c2oc3ccccc3c2C)cc1 | 2.3 | -5.4 | 2.9 | -0.2 | -26.4 | -0.4 | -0.2 | -4.8 | -0.5 | 7.7 | 14.3
O=C(NC(=S)NCc1ccc2c(c1)OCO2)c1ccccc1 | 1.3 | -6.6 | 8.0 | 3.3 | -13.1 | 9.8 | 12.4 | 1.2 | 0.4 | -5.6 | 16.2
CC(C)N(Cc1ccccc1)C(=O)COC(=O)C1CCN(S(=O)(=O)c2ccc3c(c2)OCCO3)CC1 | -6.4 | -21.8 | 3.5 | 1.9 | 4.1 | 4.5 | -5.0 | 0.0 | -1.8 | -11.0 | 1.1
CCOC(=O)c1cc(-c2nnc(-c3cc(OC)c(OC)c(OC)c3)o2)c(C)nc1C | -2.6 | 2.8 | -0.4 | 12.1 | -9.3 | 14.9 | -1.1 | 9.1 | -0.7 | -4.0 | -6.5
COc1ccc(NC(=O)C2CCCN(S(=O)(=O)c3c(C)n[nH]c3C)C2)c(OC)c1 (stereo unspecified) | -12.2 | 4.8 | -1.1 | -1.0 | 5.7 | -6.0 | 1.5 | -12.3 | -1.9 | 2.9 | -5.8
CCOC(=O)CCNC(=O)N1CCCC(N(C)CCc2ccc(OC)c(OC)c2)C1 (stereo unspecified) | -1.9 | -5.3 | 10.3 | -5.4 | 13.5 | 9.0 | -7.3 | -2.6 | -2.5 | -5.0 | 0.4
CC1CCCC2(C1)NC(=S)c1c(sc3c1CCCC3)N2 (stereo unspecified) | -3.7 | -4.2 | -2.3 | -6.6 | -5.7 | 14.4 | -8.8 | 6.4 | -1.4 | -9.8 | -27.2
Cc1cccc(NC(=S)N2CCN(C(=O)c3ccco3)CC2)c1C | 4.3 | 7.2 | 14.1 | 1.4 | 8.9 | -8.2 | 10.7 | -2.7 | 1.0 | 8.1 | -22.2
O=C(NNC(=O)c1cccnc1)Nc1ccc(Cl)c(Cl)c1 | 0.8 | -3.7 | 8.7 | -1.5 | -6.0 | -5.0 | 8.2 | -2.3 | -1.2 | 1.5 | 24.4
c1ccc2[nH]c(CCCCc3nc4ccccc4[nH]3)nc2c1 | 6.2 | -5.7 | 0.3 | -3.9 | 22.1 | 1.1 | -5.4 | -7.5 | -0.6 | 5.4 | 9.6
CC(C)CC(=O)N1CCC(O)(CS(=O)(=O)Cc2ccc(Cl)cc2)CC1 | 3.2 | -18.3 | 1.2 | -5.2 | -12.1 | -3.4 | -1.3 | 1.1 | -2.0 | 4.1 | 12.5
COC(=O)c1c(NC(=O)CCN2CCOCC2)sc2c1CCCC2 | 8.0 | -22.8 | -12.7 | -9.5 | -7.3 | 12.7 | -11.0 | -7.2 | 0.3 | 6.0 | 14.3
OC1(Cc2ccccc2)CCNCC1 | nt | -65.8 | 8.4 | nt | -11.7 | 9.1 | 4.8 | 6.1 | 1.0 | -3.3 | 26.6
CCOC(=O)c1ccc(NC(=O)CN2C(=O)C(CC)SC(CC)C2=O)cc1 (stereo unspecified) | -2.4 | -9.8 | 12.8 | -4.4 | -22.8 | -8.5 | 15.2 | -0.8 | 1.7 | -14.4 | 6.0
Fc1ccccc1N1CCN(C(c2cccs2)c2nnnn2CCc2ccccc2)CC1 (stereo unspecified) | -3.6 | 13.9 | 19.6 | 4.6 | -4.3 | -2.0 | 0.3 | 5.2 | 3.2 | -2.6 | 15.5
CC1=C(C)CC(C(=O)N2CCN(C/C=C/c3ccccc3)CC2)C(C(=O)O)C1 (stereo unspecified) | -6.6 | -15.7 | 1.3 | 5.7 | -8.3 | -4.9 | -32.4 | 5.7 | -1.4 | 2.3 | -3.5
CC1CCN(C(=O)C2CCN(S(=O)(=O)c3cccc4cccnc34)CC2)CC1 | -0.2 | -7.7 | -2.9 | -0.7 | -1.8 | -6.9 | -5.7 | 6.0 | -2.2 | 2.0 | 1.5
CSc1n[nH]c(/N=C/c2oc(O)c3ccccc23)n1 | -0.6 | 5.5 | -2.3 | -8.6 | -18.3 | -0.7 | -8.7 | 17.1 | 1.0 | 2.1 | -12.4

Some values from the entries so far.
NCOA1 inh, `COC(=O)c1c(NC(=O)CCN2CCOCC2)sc2c1CCCC2` = -22.8
EBV LMP1 NFkB, `CCOC(=O)c1ccc(NC(=O)CN2C(=O)C(CC)SC(CC)C2=O)cc1` (stereo unspecified) = -4.4

Following part
SMILES | TLR9-MyD88 block | NCOA1 inh | MC4R antag cAMP | EBV LMP1 NFkB | SRC2 inh | LRH-1 inv ag | COUP-TFII inh | NOD2 RIPK2 PPI | MC4R barr agon | ABHD5-PLIN5 inh | NCOA3 inh
Cc1ccc2c(c1)N(C(=O)CCC(=O)N1CCC(C(N)=O)CC1)CC(C)O2 (stereo unspecified) | -11.5 | 11.1 | -4.2 | -3.4 | -6.1 | 17.5 | 0.1 | -8.5 | -0.6 | 5.4 | 5.8
O=C(NCc1ccncc1)c1cccc(F)c1 | -4.4 | -8.6 | 7.6 | 7.1 | -13.5 | -25.7 | -8.3 | -0.1 | 2.5 | -1.5 | -14.3
CC(C)(C)n1cc(S(=O)(=O)c2ccccc2)[nH]c1=O | -3.2 | -2.8 | 21.5 | 1.4 | 20.9 | -2.3 | -1.5 | 2.1 | 0.4 | -3.8 | 6.4
Cc1ccc(S(=O)(=O)ON=C2CCN(S(=O)(=O)c3ccccc3)CC2)cc1 | 1.5 | -2.6 | -1.3 | -4.6 | 12.7 | 0.0 | 17.2 | 2.2 | -1.0 | -1.2 | -0.5
CC(=O)N1CCN(C(=S)c2ccc(N(C)C)cc2)CC1 | 1.9 | -18.8 | 10.4 | -0.8 | 5.6 | -6.2 | 0.4 | 0.8 | 0.4 | -0.1 | -20.4
COc1ccc(C)cc1-n1nnnc1SCC(=O)N1CCC(C(=O)Nc2nccs2)CC1 | -7.1 | -3.0 | 7.2 | 1.5 | -4.1 | -13.0 | 11.1 | -3.6 | 1.7 | 0.7 | 15.6
CC(=O)c1c(C)nc(C)nc1NC(=O)C(C)C | -2.0 | -1.0 | -1.1 | -3.4 | -22.6 | -4.1 | 9.8 | -6.0 | -0.8 | -6.4 | 17.8
Cc1ccc(NC(=O)C2CCN(C(=O)[C@@H]3Cc4ccccc4CN3)CC2)cc1 | -8.8 | -11.8 | 9.2 | -8.1 | -38.9 | -6.7 | -20.5 | 4.2 | -2.5 | -0.5 | -47.9
COC(=O)[C@H]1C[C@@]2(O)CN(S(=O)(=O)c3ccc(C)cc3)C[C@@]2(OC(=O)Nc2cccs2)C[C@H]1C(=O)OC | -3.3 | 3.4 | 14.2 | -6.7 | -3.1 | -30.1 | -14.5 | 7.1 | 0.2 | -14.2 | -3.7
O=S(=O)(c1ccc(SCc2ccc(Br)cc2)nc1)N1CCOCC1 | -2.8 | 4.6 | 5.2 | -2.9 | 19.1 | -7.7 | 11.6 | 0.4 | 2.1 | -12.1 | -3.6
CCOc1ccccc1/C=c1\sc2nc(-c3ccco3)nn2c1=O | -6.0 | -2.0 | 15.3 | -13.2 | 7.2 | -0.2 | 2.0 | -1.6 | -0.8 | 3.3 | 7.1
COc1ccc(OC)c(NC(=O)CCN2CCC(C)CC2)c1 | 0.5 | -1.1 | -2.0 | 4.9 | -1.4 | -3.7 | -9.2 | -2.8 | -2.5 | -1.2 | 20.8
O=C(CCCCn1c(=S)[nH]c2ccsc2c1=O)NCc1ccc2c(c1)OCO2 | 12.9 | -23.8 | -2.5 | 2.3 | -11.0 | 3.6 | 7.5 | -5.9 | -3.0 | 4.5 | 3.7
CC(C)CN1CCNC(=O)C1CC(=O)NCCCN1CCCc2ccccc21 (stereo unspecified) | 5.5 | -13.0 | -0.2 | 0.0 | 5.3 | -1.4 | -13.5 | 3.9 | 1.3 | 4.2 | 21.1
OC(c1ccccc1)c1nc(-c2cc(F)cc(F)c2)cs1 (stereo unspecified) | nt | -17.1 | 4.1 | nt | 11.5 | -20.1 | -0.6 | 3.0 | 2.6 | -3.1 | -9.2
CCn1ccnc1[C@@H]1C[C@H]2CN(c3ccccc3OC)C(=O)[C@]23CCCN13 | -5.1 | -6.2 | 8.9 | -2.2 | -12.2 | -13.4 | 8.1 | -7.9 | 0.4 | 0.0 | 5.8
O=c1cc(CN2CCN(c3ccc(F)cc3)CC2)nc2sccn12 | 0.1 | -17.3 | 7.0 | 0.4 | -3.5 | -9.2 | -6.6 | 5.2 | -1.8 | 0.5 | 3.5
CCc1nc2ccc(C(=O)NCc3cccs3)cn2c1N(CC)Cc1cccc(Br)c1 | nt | 19.2 | 18.2 | nt | 20.3 | 1.7 | 25.2 | -13.4 | 1.7 | 8.4 | -4.5
COc1ccc(CCNC(=O)CCCN2C(=O)c3ccccc3C2=O)cc1 | nt | -7.4 | 20.0 | 4.6 | -11.6 | 5.8 | 2.3 | -7.6 | -0.2 | -8.2 | 14.5
Cn1c(COc2ccc(Cl)cc2)nnc1SCC(=O)NC1CCCCC1 | -17.0 | -1.7 | 4.5 | -0.1 | 23.4 | 14.1 | -5.4 | 0.9 | 1.0 | -2.9 | 12.6
C=CCNC(=O)NC(=O)COC(=O)/C(C#N)=C/c1cc(C)n(CCC(C)C)c1C | -0.6 | -0.5 | 3.4 | -2.5 | -4.0 | -9.5 | -10.8 | -1.3 | 10.4* | 0.9 | 8.6
CCOc1ccc(NC(=O)c2cccc(OC(=S)N3CCOCC3)c2)cc1 | -8.4 | -5.7 | 19.5 | -2.7 | -31.4 | 6.6 | -8.0 | 2.8 | 0.1 | 2.4 | -3.5
O=C(COc1cccc(C(F)(F)F)c1)Nc1ccc(S(=O)(=O)N2CCCC2)cc1 | 5.6 | -8.8 | 4.8 | 9.4 | -13.4 | 2.3 | 20.8 | -2.9 | 1.1 | -10.9 | 0.9
Cc1oc(-c2ccccc2)nc1CS(=O)CC(=O)NC1CCCC1 (stereo unspecified) | 0.0 | -7.9 | 7.0 | -5.2 | -4.4 | 19.4 | -8.3 | -6.8 | -0.1 | -1.3 | 5.8
Cn1cc(-c2cccc3nncn23)cn1 | nt | -6.9 | -3.5 | nt | 9.3 | 3.0 | 12.3 | -2.9 | 0.2 | 10.5 | -10.8
CCOC(=O)C1CCN(Cc2cc(C(C)C)c(O)c(C(C)C)c2)CC1 | 3.5 | -4.3 | 1.3 | -15.5 | 7.6 | -1.4 | -1.2 | 1.1 | -1.0 | 0.5 | -5.3
